EBV gp42 block: inhibitors of Epstein-Barr virus glycoprotein 42; Fluorescence polarization binding assay, mP read-out; inhibition, % (tested at 21.74 µM); hit rate 0.42% among 220,000; AID 1085; in the data active = inhibition above about 50%
Target sequence (Q1HVG2 whole entry, looked up): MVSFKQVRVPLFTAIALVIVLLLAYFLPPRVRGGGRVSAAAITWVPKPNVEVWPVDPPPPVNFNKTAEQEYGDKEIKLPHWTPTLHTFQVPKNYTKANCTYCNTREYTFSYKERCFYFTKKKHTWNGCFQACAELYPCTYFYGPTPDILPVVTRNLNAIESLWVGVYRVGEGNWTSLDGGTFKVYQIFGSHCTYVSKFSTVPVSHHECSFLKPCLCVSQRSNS
TRPN1 ag: activates the zebrafish TRPN1 channel | HEK293 zebrafish TRPN1-YFP, Fluo-8 calcium fluorescence; 100% = response to 87 µM carbachol | activation, % at 3 µM | hit rate 0.18% among 220,000 | AID 1424;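 active = activation above its plate's cutoff, the mean activation of test wells on that plate plus 3 SD, cut at about 19% in these data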;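 note: 0% = DMSO alone and 100% = 87 µM carbachol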
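System: zebrafish TRPN1-YFP in HEK293 cells / Dosing: 3 µM single point / Timing: dye loading 1 h at 37 °C, then 30 min room temperature / Signal: Fluo-8 calcium fluorescence, excitation 470-495 nm, emission 515-575 nm / Read-out basis: percent activation from peak over basal fluorescence ratio, control-normalized / Control set: high carbachol 87 µM, low DMSO alone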
CHOP inh: CHOP inhibition in unfolded protein response; CHO-K1 CHOP-promoter luciferase, tunicamycin-induced, 15-18 h; inhibition, % at 10 µM; hit rate 3.8% among 220,000;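 active = compounds that reduced the stress-induced luciferase reporter signal by more than about 70% of percent inhibition, limit read from the data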;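 note: 0% = tunicamycin plus vehicle and 100% = wells without tunicamycin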
p47phox inh: blocks human p47phox regulatory protein of NADPH oxidases; p47phox/p22phox peptide binding, fluorescence polarization, 2 h; hit rate 0.53% among 220,000; inhibition, % at 24.7 µM;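 active = inhibition above about 30%, limit read from the data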;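 note: 0% = p47phox with labelled peptide and 100% = labelled peptide alone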
PPC-1+TRAIL kill: compounds killing PPC-1 cancer cells with TRAIL present (potentiator screen, no TRAIL-free arm); cell killing (% activity), % at 4 µM; PPC-1 cells + TRAIL, ATPLite viability luminescence; AID 1443; hit rate 0.41% among 220,000;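 active = cell killing above 50% in the first pass at 4 µM, then a duplicate retest at 5 µM averaging 50% or more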;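 note: plate controls were cells with TRAIL plus DMSO for no effect and medium-only wells lacking cells for full effect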
MDM2 E3 inh: inhibitors of human Mdm2 E3 ubiquitin ligase; hit rate 0.11% among 210,000; cell-based MDM2 ubiquitination luciferase reporter, 2 h; 0 = plate control, 100 = twice control, blank-subtracted; signal enhancement, % at 5 µM; Q00987; AID 1230;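 active = signal enhancement of 30% or more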;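 note: luminescence tracks abundance of the self-degrading MDM2-luciferase fusion protein; higher signal means inhibition of MDM2 E3 ligase activity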
Target sequence (Q00987 whole entry, looked up, the tested form may be a part): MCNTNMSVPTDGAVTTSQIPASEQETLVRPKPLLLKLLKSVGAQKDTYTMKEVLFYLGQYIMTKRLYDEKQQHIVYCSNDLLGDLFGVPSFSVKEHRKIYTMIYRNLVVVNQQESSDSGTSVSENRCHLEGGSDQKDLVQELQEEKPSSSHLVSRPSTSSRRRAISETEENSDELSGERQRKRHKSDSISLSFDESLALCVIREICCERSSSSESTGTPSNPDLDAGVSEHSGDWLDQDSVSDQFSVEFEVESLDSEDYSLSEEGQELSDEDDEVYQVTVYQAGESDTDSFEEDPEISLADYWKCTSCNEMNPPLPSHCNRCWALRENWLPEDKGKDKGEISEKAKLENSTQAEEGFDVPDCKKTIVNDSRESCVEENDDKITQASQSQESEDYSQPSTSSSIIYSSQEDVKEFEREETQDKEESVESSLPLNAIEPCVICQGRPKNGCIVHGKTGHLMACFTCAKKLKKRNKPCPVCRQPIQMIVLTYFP
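Timing – 2 h compound exposure at 37 °C · Assay system – mammalian cells stably expressing self-ubiquitinating, self-degrading MDM2 E3–luciferase fusion · Amount – 2000 cells seeded into each well · Measure – % luminescence enhancement versus blank-corrected plate control mean · Measured by – SteadyLite luminescence, 15 min reagent step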
TRPML3 ag: activates the human TRPML3 channel; HEK293 TRPML3-YFP, Fluo-8 calcium fluorescence; 100% = the carbachol control signal; activation, % at 3 µM; hit rate 0.29% among 220,000;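 active = activation above its plate's cutoff, the mean activation of the plate's test wells plus 3 SD, cut at about 12% in these data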;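 note: 0% = DMSO only wells and 100% = carbachol wells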
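Test system: TRPML3-YFP stable HEK293 cells. Doses: single point at 3 µM. Incubation: dye loading 1 h 37 °C then 30 min ambient, 125 s read. Signal: Fluo-8 calcium dye fluorescence, ex 470-495, em 515-575 nm. Measure: percent activation from peak-to-basal fluorescence ratio, scaled between DMSO and carbachol.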
Runt-SMMHC FRET: inhibitors of human RUNX1 Runt domain binding to CBFb-SMMHC | Q01196+Q13951 | AID 1434 | Cerulean-Runt/Venus-CBFb-SMMHC FRET ratio 530/480, 1 h | hit rate 0.74% among 220,000 | inhibition, % at 20 µM;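 active = mean inhibition across duplicate retests at 20 µM reaching about 50%, limit read from the data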;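 note: 0% = DMSO wells and 100% = wells with excess untagged CBFb-SMMHC; inhibitors lower the FRET ratio by blocking Runt binding to CBFb-SMMHC; some results filed as inactive read as strong as hits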
TNF necrop inh: inhibitors of TNF-alpha induced necroptosis in Jurkat FADD-/- cells. Jurkat FADD-/- TNF necroptosis rescue, ATP luminescence, 24 h; 0 = TNF only, 100 = no-TNF cells. activation (protection from cell death), % at 10 µM. hit rate 0.068% among 220,000. AID 463075;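 active = activation, meaning protection from cell death, of at least 50% relative to plate controls; inactive = activation below 50%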;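 note: necroptosis triggered by 40 ng/mL TNF-alpha added together with compound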
Numbers without * were called inactive; x = no result given.

Below each compound: EBV gp42 block | TRPN1 ag | CHOP inh | p47phox inh | PPC-1+TRAIL kill | MDM2 E3 inh | TRPML3 ag | Runt-SMMHC FRET | TNF necrop inh
> Cc1ccc(NC2SC(=O)N(Cc3cccc(C(=O)O)c3)C2=O)c(C)c1 (centres undefined)
 : -5 | -1.5 | -13 | -9 | -8 | -68 | 0.1 | -1 | -2.8
> COc1ccc(-c2noc(-c3ccc(Br)o3)n2)cc1
 : -18 | -0.4 | -1 | -8 | -7 | -25 | -0.5 | -3 | 2.9
> CC1=C(C(=O)Nc2ccccn2)C(c2ccccc2)n2ncnc2N1 (centres undefined)
 : -6 | 0.3 | 28 | -5 | 10 | 5 | -0.4 | -2 | 0.9
> COc1cccc(/C=N/n2c(C)nc3ccccc32)c1OC
 : -5 | -0.2 | 11 | 3 | 42 | 12 | -0.6 | 4 | -2.6
> Fc1ccccc1-n1cc(-c2ccccc2)[nH]c1=S
 : -4 | 0.0 | 6 | -5 | 18 | -4 | 0.2 | 27 | 0.4
> COc1ccccc1CNC(=O)CSc1ccsc1[N+](=O)[O-]
 : 23 | -1.6 | 6 | -2 | -9 | -13 | -0.9 | -1 | 1.5
> CCOC(=O)c1c(C)c(C(=O)N2CCN(C(=O)c3ccco3)CC2)c(C)n1C
 : -17 | 1.6 | 4 | -9 | 8 | -7 | -0.3 | -2 | 1.3
> COCCn1c(N)c(Sc2ccc([N+](=O)[O-])cc2)c(=O)[nH]c1=O
 : -6 | 0.6 | -6 | -3 | -13 | -3 | 0.9 | 4 | -1.0
> CCC(C)NC(=O)C1CCN(S(=O)(=O)N2CCOCC2)CC1 (centres undefined)
 : -2 | 1.3 | 7 | -13 | 15 | -7 | 1.1 | 1 | -0.2
> CCOc1cc(/C=N/NC(=O)CN2CCCCC2)ccc1OCc1ccccc1
 : -24 | 1.2 | 25 | -12 | 25 | -13 | 0.4 | -4 | -4.3
> CC(C)c1ccc(NC(=S)NNC(=O)C2CC2)cc1
 : -1 | -1.0 | 2 | x | 9 | 1 | 0.9 | -4 | 0.6
> CN1C=CC(=CC=C2C=CC(=O)C=C2)C=C1
 : -21 | 3.6 | 6 | -41 | -7 | -12 | 1.1 | -52 | 1.4
> COc1ccccc1-n1c(SCC(=O)N2CCCC2)nnc1-c1ccccc1
 : -16 | 1.8 | -3 | -13 | 9 | x | 0.3 | 3 | -1.4
> CN(C)S(=O)(=O)c1cccc(-c2nn(-c3ccccc3)cc2/C=C2\SC(=S)N(CC(=O)O)C2=O)c1
 : 10 | 2.1 | 4 | -52 | 8 | -7 | 1.0 | -14 | 0.9
> Cc1cnc(NC(=O)C(C)N2C(=O)C3CC=CCC3C2=O)s1 (centres undefined)
 : -13 | 0.1 | -22 | -5 | -13 | 5 | 0.4 | 6 | -2.5
> O=C(NCc1ccc(OC(F)(F)F)cc1)C1CC(c2ccccc2[N+](=O)[O-])=NO1 (centres undefined)
 : -15 | 0.0 | 20 | -19 | 25 | -15 | -0.9 | -11 | -0.1
> O=C(CC1C(=O)NCCN1Cc1c(F)cccc1Cl)NCCCn1cccn1 (centres undefined)
 : -4 | 0.7 | -4 | -2 | 4 | -95 | 1.1 | 1 | -0.3
> CCCCC(=O)N=c1sc2cc([N+](=O)[O-])ccc2n1C
 : -5 | 1.7 | 17 | 5 | 5 | -9 | 0.7 | 1 | -0.1
> C#CCSc1nccc(-c2nn(-c3ccc(C)cc3)ccc2=O)n1
 : -4 | -1.6 | 2 | -23 | 9 | 1 | -0.3 | -15 | -6.6
> Cc1c(C(=O)c2ccc(Cl)c([N+](=O)[O-])c2)c2ccccn2c1CCC#N
 : -11 | 1.0 | -52 | -9 | 3 | 5 | 0.7 | 1 | -0.3
> Cc1ccc2nc(-c3ccc(N4C(=NC(=O)CCC(=O)O)SC5CS(=O)(=O)CC54)cc3)sc2c1 (centres undefined)
 : 8 | -0.1 | -30 | -7 | 1 | -5 | 0.8 | -1 | 2.2
> COc1cccc(C(C#N)N2CCOCC2)c1 (centres undefined)
 : -17 | 0.0 | -2 | -7 | -2 | -6 | 1.2 | 2 | 0.1
> CC1CC(=O)N(CC(=O)NCc2ccco2)c2ccccc2S1 (centres undefined)
 : -3 | 0.0 | 33 | -4 | 0 | -4 | 0.1 | 2 | -0.1
> CCC(C)C(NC(=O)C1CCC(C)CC1)C(=O)Nc1cc(OC)ccc1OC (centres undefined)
 : -3 | -2.4 | 82* | -3 | 22 | -20 | -0.9 | -4 | -1.5
> COc1cc2c(C#N)c(N3CCOCC3)nc(N)c2c(N)n1
 : -9 | 0.8 | 26 | -12 | 8 | -21 | -0.2 | -29 | -4.7
> CCCCc1c(O)nc(SCC(=O)N2CCCCC2)n(-c2ccccc2C)c1=O
 : -3 | 0.1 | 34 | -13 | 5 | -15 | -0.5 | 8 | 0.2
> CCN(CC)c1ccc(NC(=O)c2c(OC)cccc2OC)c(C)c1
 : -14 | -0.1 | 9 | -11 | 18 | 6 | -0.6 | 15 | -1.2
> Cc1ccc(CCNC(=O)C2CCC(CNc3c(N4CCCC4)c(=O)c3=O)CC2)cc1 (centres undefined)
 : -6 | -1.0 | 11 | -4 | 9 | -7 | -0.3 | -3 | -1.8
> Cc1ccc(N2C(=O)CC(Sc3nc(-c4ccccc4)c4cc(Cl)ccc4n3)C2=O)c(C)c1 (centres undefined)
 : -15 | 0.1 | 9 | -16 | 13 | -8 | 0.0 | 1 | 0.4
> CC1CCCN(C(=O)N2c3ccccc3Sc3ccccc32)C1 (centres undefined)
 : -18 | -1.3 | 1 | -9 | -3 | -2 | 0.1 | -1 | -0.2

Going on with the list:
Below each compound: EBV gp42 block | TRPN1 ag | CHOP inh | p47phox inh | PPC-1+TRAIL kill | MDM2 E3 inh | TRPML3 ag | Runt-SMMHC FRET | TNF necrop inh
> CCn1cc(CNC(=O)c2ccc(C)s2)cn1
 : -8 | 0.1 | 13 | 1 | 2 | -12 | 0.6 | 3 | -0.4
> COc1ccccc1NC(=O)CSc1nnc(-c2ccco2)n1Cc1ccco1
 : 5 | -0.8 | -3 | 13 | 25 | 19 | -0.5 | 11 | 0.2
> CC(=O)c1c(O)ccc2c(-c3ccccc3)cc(=O)oc12
 : -9 | 0.3 | 1 | -13 | 22 | 11 | 0.7 | -4 | 1.7
> Cc1cc(C)c(S(=O)(=O)N2CCCCC2)c(C)c1N(C)S(=O)(=O)c1ccccc1
 : -16 | 1.0 | 12 | -2 | -9 | -21 | 55* | 0 | -0.7
> O=c1c2ccccc2nnn1CSc1nnc2sc3ccccc3n12
 : -9 | -1.7 | 33 | -1 | 40 | -54 | 1.4 | 0 | -1.3
> O=C(Nc1ccccc1N1CCOCC1)c1cccs1
 : -4 | -0.3 | 5 | -13 | 34 | -7 | -0.1 | -3 | -1.2
> O=C(Cn1cc2c(n1)CCCC2)NCCCN1CCCC1
 : -17 | -0.2 | 41 | -10 | 11 | -13 | -0.2 | 2 | 1.8
> N/C(Cc1cccs1)=N\OC(=O)COc1ccc(Cl)cc1Cl
 : 5 | -1.7 | 25 | 1 | 22 | -18 | -0.1 | -1 | 1.4
> ONC(=Nc1ccccc1)C(=Nc1ccccc1)NO
 : -6 | 0.4 | 55 | -5 | -4 | -15 | 1.1 | -3 | 0.8
> COc1ccc(C2SCC(=O)N2c2c(C)n(C)n(-c3ccccc3)c2=O)c(OC)c1 (centres undefined)
 : 6 | 1.0 | 2 | -9 | 14 | -4 | 0.8 | -1 | -0.8
> CCC[N+](CC#Cc1ccccc1)(CCC)CC(=O)c1ccc(Cl)cc1
 : -22 | -0.6 | 2 | -14 | 3 | -7 | 0.2 | -2 | -0.1
> CC1=C(C(=O)OCC2CCCO2)C(c2ccc(C)o2)C2=C(CC(c3ccc(F)cc3)CC2=O)N1 (centres undefined)
 : -1 | 1.2 | 19 | -9 | 4 | -7 | 0.2 | -5 | -1.0
> CC(C)(C)C(=O)NCCCc1ccccc1
 : -10 | -0.3 | -4 | -3 | 13 | 6 | 0.2 | -1 | 4.1
> COc1ccccc1C1C(C#N)=C(N)N(c2cccnc2)C2=C1C(=O)CC(C)(C)C2 (centres undefined)
 : -7 | 0.0 | -23 | -7 | 9 | -2 | 0.2 | 2 | -0.8
> CCc1cc2cccc(C)c2nc1SCC(=O)NNC(=O)c1ccco1
 : -19 | 0.2 | -10 | 6 | 10 | 1 | 0.4 | 3 | -3.8
> COc1ccc(NC(=O)c2ccccc2SC)cc1
 : -3 | -0.1 | -27 | -3 | 19 | -12 | 0.5 | -2 | 0.2
> Cc1ccc(-c2cc(C(=O)NCCCn3ccnc3)c3ccccc3n2)s1
 : -12 | 0.6 | -15 | -12 | 17 | -3 | 0.8 | 8 | -0.7
> O=C(c1ccc([N+](=O)[O-])cc1)N1C=CC(C(F)(F)F)=NCC1
 : 1 | -0.3 | -9 | -5 | 14 | -2 | -0.7 | 0 | 1.2
> CN1C[C@@H]2C[C@@H](c3ccc(C#CC(C)(C)O)s3)N3CCC[C@@]23C1=O
 : -10 | -0.5 | 10 | -5 | 22 | -6 | 0.4 | 4 | 1.7
> Cc1cccc(C)c1NC(=O)CNC(=O)C(NC(=O)c1ccc(C(C)(C)C)cc1)C(C)C (centres undefined)
 : 7 | -0.2 | 8 | -6 | 4 | 0 | 0.6 | -3 | -1.4
> COc1cc(CNCc2ccco2)ccc1OCc1ccccc1
 : -5 | 1.6 | 22 | -2 | 29 | -2 | 1.0 | -2 | -0.1
> O=S(=O)(Cc1cc(Cl)nc(-c2ccccc2)n1)c1ccccc1
 : 0 | -0.7 | 30 | -16 | 4 | 5 | 19* | 1 | -1.4
> Cn1cnnc1SCCC(=O)Nc1ccc(Cl)cc1
 : -5 | 0.3 | -1 | -11 | -13 | -4 | 0.1 | 2 | -0.7
> COc1cc(NS(=O)(=O)c2ccc(NC(=O)c3ccc(S(=O)(=O)N4CCCC4)cc3)cc2)ncn1
 : -7 | 0.3 | -2 | -1 | 2 | -12 | -1.5 | 2 | 0.2
> N=c1c(C(=O)NCc2ccccc2)cc2c(=O)n3ccccc3nc2n1Cc1ccco1
 : 26 | 0.4 | -176 | 8 | 23 | 3 | 0.4 | x | -15
> C/C(=C\c1ccccc1)CN1CCC(C(=O)N2CCCC(C)C2)CC1 (centres undefined)
 : -16 | 1.6 | 7 | 0 | 20 | -10 | 1.6 | 4 | -0.4
> COc1ccc(C(=O)COC(=O)c2ccc(N(C)C)cc2)cc1
 : -14 | -2.5 | 4 | -14 | 10 | 0 | 1.0 | 1 | -0.3

Screening data: PubChem, several laboratories
